CAL PDZ FP-1: CAL PDZ peptide-binding inhibitors, primary screen, biochemical, fluorescence polarization, Cer-tagged CAL PDZ, HTS; AID 504414, 2011; 0.02% of 330,000 active; Golgi-associated PDZ and coiled-coil motif-containing protein (Homo sapiens), Q9HD26; purified CAL PDZ, TMR-peptide fluorescence polarization, 1 h; inhibition, % at 20 µM;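 active means highest replicate inhibition of at least 40%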;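 further: plate controls were DMSO neutral control wells for no effect and unlabeled competitor peptide control wells for full effect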
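Assay system – tagged CAL PDZ protein CerCALP, purified · Timing – 1 h at RT · Compound – single point, 20 µM · Measured by – fluorescence polarization from S- and P-plane intensities, G-factor corrected · Evaluation – inhibition from polarization loss · Probe or stimulus – TMR reporter peptide T*-PRC34 · Buffer or medium – pH 7.4 phosphate-saline buffer, reducing agent, detergent, IgG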
RTF Ca sens inh: cardiac RTF calcium sensitivity inhibitors, primary screen, biochemical, IANBD-TnC fluorescence, EC70 calcium. Troponin I, cardiac muscle (Homo sapiens) + Troponin T, cardiac muscle (Homo sapiens) + …. IANBD-labeled cardiac RTF, Ca2+ fluorescence. inhibition, % at 7.15 µM. 0.12% of 340,000 active. AID 493244, 2011;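 active means inhibition above the mean inhibition of all tested compounds plus 3 SD, cut at about 17% in these data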;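 further: assay run at fixed EC70 calcium of 1.6 mM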
Keap1-Nrf2 PPI: Keap1-Nrf2 protein-protein interaction inhibitors, primary screen, biochemical, fluorescence polarization, single point; inhibition, % at 9.4 µM; AID 504523, 2011; Keap1 Kelch-Nrf2 peptide fluorescence polarization, 1536-well; Kelch-like ECH-associated protein 1 (Homo sapiens), Q14145; 0.15% of 340,000 active; in the data active means inhibition above about 12%;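 further: human Keap1 Kelch domain with fluorescein labeled Nrf2 9mer peptide probe; 0% = neutral control wells and 100% = peptide positive control; higher means more block of Keap1 binding to Nrf2 peptide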
C-LANA FP: inhibitors of KSHV C-LANA binding to DNA, primary screen, biochemical, fluorescence polarization, FAM-LBS DNA, MBP-C-LANA, single point. Kaposi's sarcoma herpesvirus LANA C-terminal domain (residues 932-1162) DNA binding. inhibition, % at 9 µM. 0.078% of 340,000 active;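 active means highest replicate inhibition at or above 60% at 9 µM, even if other replicates fall short; inactive means all replicates below 60% inhibition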;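 further: 0% = neutral control wells and 100% = 4 µM acridine orange control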
Arr AP2 block: inhibitors of beta-arrestin/AP2 binding, primary screen, biochemical, GPCR trafficking, flow cytometry | FITC-arrestin peptide / GST-AP2 beads; AP2 beta2 appendage carries R879A mutation | inhibition, % at 10 µM | 0.31% of 340,000 active;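 active means inhibition above a set limit, near 3 SD of compounds lacking own fluorescence, cut at about 54% in these data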;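 further: plate controls were DMSO wells for no effect and 5 µM unlabelled arrestin peptide for full effect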
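Test system: GST-tagged AP2 beta2-adaptin appendage (R879A) on 4 µm glutathione beads; also added: fluorescein-tagged arrestin peptide at 50 nM final; timing: 12 min plus 1 h, RT; signal: flow cytometry, FL1 (488/535 nm); read-out: percent drop in bead-associated FITC signal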
CAL PDZ FP-2: untagged CAL PDZ binding inhibitors, primary screen, biochemical, fluorescence polarization, HTS; Golgi-associated PDZ and coiled-coil motif-containing protein (Homo sapiens), Q9HD26; purified CAL PDZ, TMR-peptide fluorescence polarization, 1 h; inhibition, % at 24.9 µM; 0.92% of 300,000 active; AID 602252, 2012;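 active means mean inhibition of at least 30% with at least half of replicates also reaching 30%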;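 further: 0% = DMSO neutral control and 100% = excess unlabeled competitor peptide PRC23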
V-ATPase pHluor: regulators of yeast V-ATPase proton pumping, primary screen, pHLuorin cytosolic pH fluorescence; 0.37% of 350,000 active; response, % at 10 µM; S. cerevisiae; in the data active means response mostly above about 7.3%, no sharp cut-off; inactive means mostly below about 5.4%; further: actives read high; inactives centre near 0; some compounds called inactive have numbers as strong as hits; reference of the scale not given here
DAGLB inhibitor: DAGLB lipase inhibitors, primary screen, biochemical, fluorescence, HTS | Diacylglycerol lipase-beta (Homo sapiens), Q8NCG7 | HEK293T DAGLB membrane lysate, EnzChek fluorogenic substrate | inhibition, % at 5.17 µM | 0.059% of 340,000 active | AID 504411, 2011; in the data active means inhibition above about 34%;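 further: 0% = enzyme with vehicle and 100% = wells lacking enzyme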
Target sequence (Q8NCG7 whole entry, looked up): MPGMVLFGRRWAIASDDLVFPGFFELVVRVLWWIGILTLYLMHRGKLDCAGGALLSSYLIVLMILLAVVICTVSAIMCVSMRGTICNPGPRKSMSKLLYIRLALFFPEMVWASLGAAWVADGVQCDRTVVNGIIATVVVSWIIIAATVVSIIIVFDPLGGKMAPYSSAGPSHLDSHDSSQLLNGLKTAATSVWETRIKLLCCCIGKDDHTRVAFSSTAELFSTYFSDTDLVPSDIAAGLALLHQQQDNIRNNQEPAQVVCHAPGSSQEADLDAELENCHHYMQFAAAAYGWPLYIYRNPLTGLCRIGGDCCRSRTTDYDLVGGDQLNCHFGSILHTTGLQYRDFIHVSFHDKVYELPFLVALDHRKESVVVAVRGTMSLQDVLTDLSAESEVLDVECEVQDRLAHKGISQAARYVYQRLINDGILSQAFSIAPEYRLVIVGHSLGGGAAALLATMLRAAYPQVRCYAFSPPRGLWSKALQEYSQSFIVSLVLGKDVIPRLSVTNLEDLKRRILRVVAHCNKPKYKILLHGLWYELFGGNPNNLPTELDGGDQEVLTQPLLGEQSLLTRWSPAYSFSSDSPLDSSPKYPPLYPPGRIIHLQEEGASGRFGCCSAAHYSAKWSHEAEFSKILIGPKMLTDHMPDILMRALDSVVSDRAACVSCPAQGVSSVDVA
NSD2 HMT inh: NSD2 histone methyltransferase inhibitors, primary screen, biochemical, AlphaScreen, single concentration, set 2; NSD2 peptide methylation, 120 min; 0.54% of 310,000 active; inhibition, % at 12.5 µM; Histone-lysine N-methyltransferase NSD2 (Homo sapiens), O96028; in the data active means inhibition above about 50%
Pemphigus Ab inh: inhibitors of pemphigus antibody binding to DSG3, primary screen, biochemical, bead-based, flow cytometry, scFv-GFP; Desmoglein-3 (Homo sapiens), P32926; DSG3-coupled beads, scFv-anti-DSG3-GFP binding; active compounds read low; binding (percent of control), % at 10 µM; 0.48% of 310,000 active; AID 588358, 2011;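 active means binding more than 3 SD below its plate's average and above zero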;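 further: hits lower antibody fragment binding to DSG3; some compounds called inactive have numbers as strong as hits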
* hit, by the source's call. Not all compounds are listed, so the mix of outcomes need not match the whole.

Results for O=C(Nc1ccccc1)C(c1ccccc1)c1ccccc1 ?
CAL PDZ FP-1: 0.3; RTF Ca sens inh: -6; Keap1-Nrf2 PPI: 2; C-LANA FP: 5.1; Arr AP2 block: 8; CAL PDZ FP-2: -5; V-ATPase pHluor: -2; DAGLB inhibitor: -4; NSD2 HMT inh: -1; Pemphigus Ab inh: 98

What do the screens show for `O=C(c1cccc(N2C(=O)c3ccccc3C2=O)c1)N1CCCC(C(F)(F)F)C1` (stereo not given)?
CAL PDZ FP-1: -2.0; RTF Ca sens inh: -13; Keap1-Nrf2 PPI: 0; C-LANA FP: -0.1; Arr AP2 block: -3; CAL PDZ FP-2: -1; V-ATPase pHluor: 2; DAGLB inhibitor: -1; NSD2 HMT inh: 0; Pemphigus Ab inh: 96

How did Cn1c(CS(=O)Cc2c(Cl)cccc2Cl)nnc1SCc1ccc(Cl)cc1 (stereo not given) do in these assays?
CAL PDZ FP-1: 0.1; RTF Ca sens inh: -3; Keap1-Nrf2 PPI: -2; C-LANA FP: 0.6; Arr AP2 block: -2; V-ATPase pHluor: -2; DAGLB inhibitor: -3; NSD2 HMT inh: -1; Pemphigus Ab inh: 98

What do the screens show for `COc1ccccc1C(=O)NCC(=O)OCCCOC(=O)CNC(=O)c1ccccc1OC`?
CAL PDZ FP-1: -1.6; RTF Ca sens inh: 5; Keap1-Nrf2 PPI: 2; C-LANA FP: 2.8; Arr AP2 block: -15; V-ATPase pHluor: -3; DAGLB inhibitor: 1; NSD2 HMT inh: -1

How did COc1ccc(NC(=O)CSc2nnc(C3CCCCC3)n2N)cc1OC do in these assays?
CAL PDZ FP-1: -2.2; RTF Ca sens inh: -1; Keap1-Nrf2 PPI: -4; C-LANA FP: -2.0; Arr AP2 block: -9; CAL PDZ FP-2: -7; V-ATPase pHluor: -3; DAGLB inhibitor: 2; NSD2 HMT inh: -4

How did COc1ccc(/C=C2/SC(=O)NC2=O)cc1 do in these assays?
CAL PDZ FP-1: -3.2; RTF Ca sens inh: -9; Keap1-Nrf2 PPI: -6; C-LANA FP: 0.4; Arr AP2 block: 17; CAL PDZ FP-2: -5; V-ATPase pHluor: 0; DAGLB inhibitor: 2; NSD2 HMT inh: 0; Pemphigus Ab inh: 103

What do the screens show for `CN1CCN(CCCNC(=O)Nc2ccc([N+](=O)[O-])cc2)CC1`?
CAL PDZ FP-1: 0.7; RTF Ca sens inh: -5; Keap1-Nrf2 PPI: 1; C-LANA FP: -4.0; Arr AP2 block: -11; CAL PDZ FP-2: -4; V-ATPase pHluor: 1; DAGLB inhibitor: 1; NSD2 HMT inh: 8; Pemphigus Ab inh: 104

Results for Cc1cccc2nc(CSc3nc4ccccc4o3)cn12 ?
CAL PDZ FP-1: -0.2; RTF Ca sens inh: -2; Keap1-Nrf2 PPI: -5; C-LANA FP: -1.7; Arr AP2 block: 5; CAL PDZ FP-2: -3; V-ATPase pHluor: 3; DAGLB inhibitor: -1; NSD2 HMT inh: 1

How did CN(CC(=O)Nc1cccc(F)c1)C(=O)c1cccc(S(=O)(=O)N2CCN(c3ccc(F)cc3)CC2)c1 do in these assays?
CAL PDZ FP-1: -0.7; RTF Ca sens inh: -7; Keap1-Nrf2 PPI: -1; C-LANA FP: 1.5; Arr AP2 block: -19; V-ATPase pHluor: 8; DAGLB inhibitor: 1; NSD2 HMT inh: -4; Pemphigus Ab inh: 99

Results for COc1cccc(/C=N/NC(=O)c2c(-c3ccccc3)noc2C)c1O ?
CAL PDZ FP-1: 0.2; RTF Ca sens inh: -4; Keap1-Nrf2 PPI: 1; C-LANA FP: 4.5; Arr AP2 block: -10; CAL PDZ FP-2: -5; V-ATPase pHluor: 2; DAGLB inhibitor: 5; Pemphigus Ab inh: 108

What do the screens show for `Cc1cccc(C)c1OCc1cc(C(=O)NCC2CC2)no1`?
CAL PDZ FP-1: -2.2; RTF Ca sens inh: -4; Keap1-Nrf2 PPI: 2; C-LANA FP: -1.4; Arr AP2 block: 1; CAL PDZ FP-2: -5; V-ATPase pHluor: -1; DAGLB inhibitor: -5; NSD2 HMT inh: 0; Pemphigus Ab inh: 117

Results for O=C(O)C1CCN(C(=O)CSc2nc3ccccc3c(=O)n2Cc2ccccc2)CC1 ?
CAL PDZ FP-1: -1.0; RTF Ca sens inh: 10; Keap1-Nrf2 PPI: 0; C-LANA FP: 0.9; Arr AP2 block: 29; CAL PDZ FP-2: 5; V-ATPase pHluor: 0; DAGLB inhibitor: -3; NSD2 HMT inh: 2

What do the screens show for `c1ccc(Oc2cccc(CN3CCCCC3)c2)cc1`?
CAL PDZ FP-1: 0.3; RTF Ca sens inh: 13; Keap1-Nrf2 PPI: -3; C-LANA FP: -0.5; Arr AP2 block: 0; CAL PDZ FP-2: -4; V-ATPase pHluor: 0; DAGLB inhibitor: 1; NSD2 HMT inh: 39; Pemphigus Ab inh: 104

What do the screens show for `CC12CCC(C(=O)NNC(=O)c3ccccc3)(OC1=O)C2(C)C` (stereo not given)?
CAL PDZ FP-1: -2.5; RTF Ca sens inh: 3; Keap1-Nrf2 PPI: -2; C-LANA FP: 2.0; Arr AP2 block: 1; CAL PDZ FP-2: -4; V-ATPase pHluor: -1; DAGLB inhibitor: 1; NSD2 HMT inh: -4; Pemphigus Ab inh: 105

How did Cc1cc(OC(C)C(=O)N2CCN(c3ccccc3)CC2)c2c(C)c(C)c(=O)oc2c1 (stereo not given) do in these assays?
CAL PDZ FP-1: 0.2; RTF Ca sens inh: 2; Keap1-Nrf2 PPI: -3; C-LANA FP: -0.9; Arr AP2 block: -5; CAL PDZ FP-2: 7; V-ATPase pHluor: 0; DAGLB inhibitor: -2; NSD2 HMT inh: -1; Pemphigus Ab inh: 99

How did Cc1ccc(-c2nn(-c3ccccc3)cc2C(=O)OCC(=O)Nc2ncc(Cl)cc2Cl)cc1 do in these assays?
CAL PDZ FP-1: -0.7; RTF Ca sens inh: -12; Keap1-Nrf2 PPI: -3; C-LANA FP: -0.5; Arr AP2 block: 37; CAL PDZ FP-2: -2; V-ATPase pHluor: 0; DAGLB inhibitor: -1; NSD2 HMT inh: 2; Pemphigus Ab inh: 95

How did O=S(=O)(NC1Cc2ccccc2C1)c1ccccc1 do in these assays?
CAL PDZ FP-1: 0.4; RTF Ca sens inh: -5; Keap1-Nrf2 PPI: -1; C-LANA FP: 1.2; Arr AP2 block: 25; CAL PDZ FP-2: -4; V-ATPase pHluor: 1; DAGLB inhibitor: -3; NSD2 HMT inh: -2; Pemphigus Ab inh: 98

Results for CC(C)(C)OC(=O)NCC12C=CC(O1)C1C(=O)N(Cc3ccccc3)C(=O)C12 (stereo not given) ?
CAL PDZ FP-1: -4.2; RTF Ca sens inh: -4; Keap1-Nrf2 PPI: -4; C-LANA FP: 1.7; Arr AP2 block: -2; CAL PDZ FP-2: 2; V-ATPase pHluor: 5; DAGLB inhibitor: -5; NSD2 HMT inh: -5

What do the screens show for `CN(Cc1ccccc1)C(=O)COC(=O)c1c[nH]c2ccccc12`?
V-ATPase pHluor: -2; DAGLB inhibitor: -1; NSD2 HMT inh: -1; Pemphigus Ab inh: 92

What do the screens show for `COc1ccc(C2=Nc3ccccc3OC2)cc1`?
CAL PDZ FP-1: -1.9; RTF Ca sens inh: -2; Keap1-Nrf2 PPI: -7; C-LANA FP: -0.2; Arr AP2 block: 4; CAL PDZ FP-2: -2; V-ATPase pHluor: 2; DAGLB inhibitor: -5; NSD2 HMT inh: 4; Pemphigus Ab inh: 112

How did COc1ccccc1C(=O)Nc1nc2cc3c(cc2s1)OCO3 do in these assays?
CAL PDZ FP-1: -1.8; RTF Ca sens inh: 6; Keap1-Nrf2 PPI: -5; C-LANA FP: -1.2; Arr AP2 block: -17; CAL PDZ FP-2: 0; V-ATPase pHluor: 5; DAGLB inhibitor: -2; NSD2 HMT inh: -1; Pemphigus Ab inh: 104

Results for CCOC(=O)C1C2C=CC3(CN(Cc4cccs4)C(=O)C13)O2 (stereo not given) ?
CAL PDZ FP-1: -1.2; RTF Ca sens inh: -10; Keap1-Nrf2 PPI: -1; C-LANA FP: -0.4; Arr AP2 block: 12; V-ATPase pHluor: -8; DAGLB inhibitor: 1; NSD2 HMT inh: 1; Pemphigus Ab inh: 102

What do the screens show for `COC(=O)c1ccccc1NC(=O)CCCn1nc(C)c2c(C)n(-c3ccccc3)nc2c1=O`?
CAL PDZ FP-1: 0.2; RTF Ca sens inh: 0; Keap1-Nrf2 PPI: -3; C-LANA FP: 0.2; Arr AP2 block: -3; V-ATPase pHluor: -5; DAGLB inhibitor: 0; NSD2 HMT inh: 1; Pemphigus Ab inh: 103

What do the screens show for `CCOC(=O)C1(CCOc2ccccc2)CCN(Cc2ccccc2O)CC1`?
CAL PDZ FP-1: 0.0; RTF Ca sens inh: -8; Keap1-Nrf2 PPI: 1; C-LANA FP: 2.7; Arr AP2 block: 4; CAL PDZ FP-2: -1; V-ATPase pHluor: 2; DAGLB inhibitor: -3; Pemphigus Ab inh: 134

What do the screens show for `Cn1c(CNC(=O)CNC(=O)c2cccc(Cl)c2)cc(=O)n(C)c1=O`?
CAL PDZ FP-1: -1.0; RTF Ca sens inh: -10; Keap1-Nrf2 PPI: -2; C-LANA FP: -0.3; Arr AP2 block: 0; CAL PDZ FP-2: -1; V-ATPase pHluor: 3; DAGLB inhibitor: 0; NSD2 HMT inh: -3

Results for COc1cc(C(=O)NC2CCCc3c2cnn3-c2ccccc2F)cc(OC)c1OC (stereo not given) ?
CAL PDZ FP-1: -0.9; RTF Ca sens inh: 2; Keap1-Nrf2 PPI: 0; C-LANA FP: -0.7; Arr AP2 block: 19; CAL PDZ FP-2: -1; V-ATPase pHluor: 3; DAGLB inhibitor: 2; NSD2 HMT inh: 9; Pemphigus Ab inh: 102

From PubChem
